Dynein transport: dynein cargo transport inhibition. 3617.4 mouse cells, GR-EGFP nuclear translocation imaging; test concentration mostly 20 µM; stimulated with dexamethasone, 1 µM; active compounds read low. z-score, hits read low. 220,000 compounds, 0.47% hits;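 active means plate z-score of nuclear minus cytoplasmic receptor signal below a set negative limit, without overly bright fluorescence or cell loss, cut at about -3.5 in these data, passing the limit was not always enough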;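 further: z-score of nuclear minus cytoplasmic ring GR-EGFP intensity difference per well; some compounds called inactive have numbers as strong as hits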
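Also added – dexamethasone, 1.0 µM final · Buffer or medium – tet-free, stripped-serum medium · Schedule – induction 48 h, compound 1 h, agonist 30 min · Detection – formaldehyde fixation, Hoechst nuclear stain, 10x automated fluorescence imaging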
Myeloid diff 2: myeloid differentiation induction | ER-HoxA9 myeloid progenitors, lysozyme-GFP differentiation, flow cytometry | calls only at 10 µM | 360,000 compounds, 1% hits | AID 624256;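 active means normalized GFP-positive differentiation at or above the plate's own cutoff, the solvent-only control mean plus 3 SD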;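 further: cells exposed to compound for four days before flow analysis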
TNAP activation fold: stimulation of alkaline phosphatase TNAP activity – biochemical, luminescent, no phosphate acceptor, uHTS, primary screen (AID 1001); purified TNAP, luminescent activation assay, no phosphate acceptor; higher activation fold means a stronger effect; activation fold at 20 µM; hits with a dose series show EC50 in µM; 200,000 compounds, 0.03% hits; in the data active means activation fold from about 3, or a potency from the dose series; inactive means the rest, 99 in 100 with activation fold below about 1.6; further: many of its hits are not listed in these tables
MT stabilize HCS: stabilizes microtubules in HeLa cells | HeLa tubulin immunostaining HCS, 24 h; share of cells brighter than vehicle mean+2SD | 200,000 compounds, 0.83% hits | % tubulin-high responders, % at 10 µM | AID 2205;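 active means plate Z-score above 3 for both tubulin-high and condensed-nucleus cell shares, with cell loss under 80%, at 10 µM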;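 further: anti alpha tubulin signal scored within the nucleus-defined area of each cell; some results filed as inactive read as strong as hits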
human PMI inhibition: inhibitors of human PMI, primary screen, biochemical, fluorescence intensity, coupled assay (AID 1209); purified PMI enzyme, coupled fluorescence intensity; higher % means a stronger effect; inhibition, % at 20 µM, or IC50 in µM where a hit was titrated; 190,000 compounds, 0.42% hits; in the data active means inhibition above about 50%;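 further: plate controls were DMSO vehicle for no effect and wells lacking substrate for full effect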
T cell modulator: T cell immune modulation candidate. AID 2052. 330,000 compounds, 0.068% hits. 2C CD8+ T cell-vesicle binding, flow cytometry; active compounds read low. calls only at 7 µM;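 active means response, share of CD8 T cells binding vesicles, and their 90th percentile fluorescence all below set limits, cut at about 80% in these data, passing the limit was not always enough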
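material = purified 2C TCR transgenic mouse naive CD8+ T cells | controls = Unloaded micro-vesicles (low), QL9 vesicles with 0.7% DMSO (high) | detection = cytometric PE anti-B7-1 and Alexa647 anti-CD8 signals after 1% paraformaldehyde fixation | incubation = binding step 1.5 h, 37 °C, antibody labelling 20 min, ice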
Hep lipid drop: hepatic lipid droplet formation modulation. AML12 mouse hepatocytes, oleate lipid droplets, BODIPY imaging. AID 1656. 240,000 compounds, 0.4% hits. inhibition, % at 6.5 µM;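 active means lipid droplet intensity inhibited by at least 50%, with more than 500 cells counted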
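Material – mouse AML12 hepatocyte cell line, fixed after treatment · Compound dosing – one dose, 6.5 µM compound · Times – compound with oleate, overnight · Measured by – Image-based BODIPY and DAPI two-channel analysis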
Ins promoter up: MIN6 insulin promoter up-regulation | MIN6 insulin promoter-GFP reporter, high-content imaging; active compounds read high | z-score at 5 µM | 190,000 compounds, 0.3% hits;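 active means z-score above 3 at 5 µM with at least 500 cells counted in the well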
bCat nuc transl: modulators of beta-catenin nuclear translocation | HeLa beta-catenin nuclear translocation, immunofluorescence imaging | nuclear translocation activity, % at 5 µM | 190,000 compounds, 0.3% hits | AID 1665;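 active means nuclear translocation activity above 50% at 5 µM, with a well cell count of 50 or more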;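 further: per-cell ratio of nuclear to cytoplasmic median beta-catenin stain intensity; plate controls were DMSO negative control for no effect and GSK-3 inhibitor IX positive control for full effect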
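test system = HeLa cells, endogenous beta-catenin | dosing = single 5 µM dose plus 0.02–20 µM confirmation series | times = compound treatment 24 h, 37°C, 5% CO2 | technique = beta-catenin immunofluorescence imaging with DAPI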
Dynein transport cytoplasmic EGFP: recorded beside Dynein transport, whose call it bears; z-score; measured here: cytoplasmic GR-EGFP intensity; active compounds read high
Dynein transport nuclear GR-EGFP: recorded beside Dynein transport, whose call it bears; z-score; measured here: nuclear GR-EGFP intensity;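 lower value marks the stronger effect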
Dynein transport cell count: also measured in Dynein transport; calls as there; z-score; measured here: cell count per field
Ins promoter up cell count: second read-out of Ins promoter up, no call of its own (marks repeat the call); cell count; measured here: cytotoxicity, nuclei count;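 total cells summed across four imaged fields per well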
Hep lipid drop cells 6.5 µM: recorded beside Hep lipid drop, whose call it bears; cell count; measured here: cell count, cytotoxicity flag;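 cells counted across two imaged fields per well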
bCat nuc transl cell count 5 µM: second read-out of bCat nuc transl, no call of its own (marks repeat the call); cell count; measured here: cell count, cytotoxicity flag
T cell modulator vesicle-bound %: also measured in T cell modulator; calls as there; double positive events, %; measured here: CD8+ vesicle-bound cell fraction;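 binding gate set so that unloaded-vesicle control wells show 10% double positive cells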
MT stabilize HCS Hoechst-high %: further read-out of MT stabilize HCS, marked with its call; % Hoechst-high responders; measured here: nuclear condensation Hoechst responders;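 share of cells brighter than vehicle mean plus two SD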
MT stabilize HCS cytotoxicity %: also measured in MT stabilize HCS; calls as there; toxicity, %; measured here: cytotoxicity by cell density;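 0% = mean cell density of plate MIN control wells and 100% = no cells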
Myeloid diff 2 GFP+ MAC1+ %: recorded beside Myeloid diff 2, whose call it bears; GFP+ MAC1+ double positive, %; measured here: differentiation confirmed by MAC1 staining
Active calls of the source: *; i = inactive; nt = not tested or not shown.

Values run as follows: Hep lipid drop cells 6.5 µM	Ins promoter up	Dynein transport nuclear GR-EGFP	bCat nuc transl cell count 5 µM	Hep lipid drop	MT stabilize HCS	T cell modulator vesicle-bound %	MT stabilize HCS Hoechst-high %	Myeloid diff 2 GFP+ MAC1+ %	Dynein transport cell count	Myeloid diff 2	TNAP activation fold	T cell modulator	human PMI inhibition	MT stabilize HCS cytotoxicity %	Ins promoter up cell count	bCat nuc transl	Dynein transport cytoplasmic EGFP	Dynein transport
- S=C(Nc1cccc(Cl)c1)Nc1cccc2cnccc12
  674	-0.26	0.19	1294	-2	5.7	34	1.7	0.6	0.46	i	0.9	i	57%*	7.1	1219	1.7	-0.26	0.13
- Cn1c(=O)c2c(ncn2CC(=O)Nc2nccs2)n(C)c1=O
  698	0.53	1.8	1361	1	nt	21	nt	0.4	-2.5	i	nt	i	nt	nt	913	0.8	-0.11	1.9
- CN(CC(=O)O/N=C(\N)c1ccc([N+](=O)[O-])cc1)S(=O)(=O)c1ccc2ccccc2c1
  784	0.53	0.98	nt	0	1.0	51	1.5	0.8	-0.17	i	1.1	i	22%	4.2	849	nt	0.048	0.85
- NC(=O)CSc1nnc(CNc2cccc(Cl)c2)n1CCc1ccccc1
  nt	0.17	-0.012	940	nt	4.7	36	3.2	0.7	0.48	i	1	i	13%	11	1375	-9.3	-0.28	-0.18
- O=S(=O)(NCc1cc(-c2ccc(Cl)cc2)no1)c1ccc(Cl)cc1
  nt	nt	-0.73	nt	nt	0.2	45	2.0	0.2	0.9	i	1.1	i	0%	7.6	nt	nt	-0.21	-0.72
- CC(c1nccs1)N(C)C(=O)CCc1nnc(-c2ccc(-c3ccccc3)cc2)o1 (stereo not drawn)
  725	-0.54	0.03	1170	-2	1.9	33	1.1	0.6	0.36	i	1	i	6%	4.7	1396	-3.2	-0.26	-0.34
- S=c1[nH]nc(COc2ccccc2)n1/N=C/c1ccco1
  643	-0.64	0.11	1048	38	1.8	64	1.4	0.4	0.048	i	0.9	i	29%	2.3	1518	-2.4	-0.28	-0.17
- COc1ccccc1CNC(=O)C1CC(c2ccc([N+](=O)[O-])cc2)=NO1 (stereo not drawn)
  nt	0.54	0.3	923	nt	2.3	nt	1.8	1.4	-0.26	i	1	nt	-4%	11	1604	0.2	-0.2	0.024
- COc1ccc(OC)c(NC(=O)c2ccc3c(=O)n(CCc4ccccc4)c(=S)[nH]c3c2)c1
  651	0.76	-0.1	1052	5	6.9	39	6.8	0.5	-0.11	i	1.1	i	10%	2.3	1540	-1.5	-0.14	-0.13
- Cc1ccc(S(=O)(=O)[N-]c2nc3ccccc3nc2-n2cc[n+](CCC(C)C)c2)cc1
  822	0.18	-0.18	nt	7	1.4	10	0.9	0.7	0.67	i	1.2	i	-12%	6.7	866	nt	-0.022	-0.78

Already shown: 2 of the compounds above.
Values run as follows: Hep lipid drop cells 6.5 µM	Ins promoter up	Dynein transport nuclear GR-EGFP	bCat nuc transl cell count 5 µM	Hep lipid drop	MT stabilize HCS	T cell modulator vesicle-bound %	MT stabilize HCS Hoechst-high %	Myeloid diff 2 GFP+ MAC1+ %	Dynein transport cell count	Myeloid diff 2	TNAP activation fold	T cell modulator	human PMI inhibition	MT stabilize HCS cytotoxicity %	Ins promoter up cell count	bCat nuc transl	Dynein transport cytoplasmic EGFP	Dynein transport
- S=C(Nc1cccc(Cl)c1)Nc1cccc2cnccc12
  674	-0.26	0.19	1294	-2	5.7	34	1.7	0.6	0.46	i	0.9	i	57%*	7.1	1219	1.7	-0.26	0.13
- Cn1c(=O)c2c(ncn2CC(=O)Nc2nccs2)n(C)c1=O
  698	0.53	1.8	1361	1	nt	21	nt	0.4	-2.5	i	nt	i	nt	nt	913	0.8	-0.11	1.9

Continued.
Values run as follows: Hep lipid drop cells 6.5 µM	Ins promoter up	Dynein transport nuclear GR-EGFP	bCat nuc transl cell count 5 µM	Hep lipid drop	MT stabilize HCS	T cell modulator vesicle-bound %	MT stabilize HCS Hoechst-high %	Myeloid diff 2 GFP+ MAC1+ %	Dynein transport cell count	Myeloid diff 2	TNAP activation fold	T cell modulator	human PMI inhibition	MT stabilize HCS cytotoxicity %	Ins promoter up cell count	bCat nuc transl	Dynein transport cytoplasmic EGFP	Dynein transport
- O=C(Nc1ccc2c(c1)nc1n2CCOC1)c1ccco1
  nt	0.39	0.3	1101	nt	5.0	21	4.1	0.7	0.45	i	1.2	i	-1%	8.8	1110	-4.1	-0.17	0.027
- COc1ccc(OCC(=O)Nc2ccc(N3CCOCC3)c(Cl)c2)cc1
  686	0.79	1.6	nt	-2	1.9	38	1.9	0.6	-1.7	i	1.1	i	3%	5.1	1256	nt	-0.23	2.5
- CC(=O)Nc1ccc(NC(=O)COc2ccccc2C(=O)Nc2cccc(Cl)c2Cl)cc1
  706	-0.06	0.036	585	22	2.6	nt	2.0	0.2	0.62	i	1.1	nt	-12%	12	1208	-0.5	-0.22	-0.12
- O=C(CNC(=O)Cc1ccccc1)NCC(=O)OCC(=O)c1ccccc1Cl
  nt	0.72	0.16	1350	nt	1.7	48	1.7	8.9	0.052	i	1.1	i	-8%	7.7	1588	-2.9	-0.24	0.69
- O=C(Cn1cnc2c(nnn2-c2ccc(F)cc2)c1=O)NCc1ccco1
  665	1.2	0.47	1092	1	1.8	9	1.8	8.4	-0.37	i	1	i	4%	6.5	1680	-0.5	0.21	-0.36
- N#C/C(=C(/O)c1ccccc1F)c1nc2cc(C(F)(F)F)ccc2s1
  725	-0.51	-0.49	957	-3	3.6	24	1.9	0.1	0.69	i	1.1	i	-6%	4.9	1529	0.5	-0.28	-1.3
- CCC(=O)c1ccc(N2CCN(C(=O)c3ccc(Br)cc3)CC2)c(F)c1
  nt	0.29	0.22	1453	nt	4.5	14	3.9	2.1	0.055	i	1.1	i	9%	8.2	1184	0.9	-0.044	0.34
- O=C1/C(=C\c2ccc(O)cc2)SC(=S)N1/N=C/c1ccc(O)cc1
  nt	0.6	0.052	1207	nt	nt	34	nt	0.3	-0.31	i	nt	i	nt	nt	1358	4.4	-0.029	0.084
- Cc1cccn2c(CN(C)CC3Cc4ccccc4O3)c(C(=O)N3CCCCC3)nc12 (stereo not drawn)
  727	0.24	1.1	1171	-13	0.8	35	0.3	0.1	-1.7	i	1.1	i	4%	2.3	1412	-1.1	-0.16	1.6
- O=C(CCSc1ccccn1)Nc1ccc(Br)cc1
  749	0.03	0.26	629	3	2.7	3	1.9	0.4	0.64	i	1.1	i	3%	8.8	1388	-2.6	-0.23	0.35
- CCN(CC)c1nc(Nc2ccc(Cl)cc2)nc(OCC#N)n1
  nt	0.55	0.55	950	nt	3.1	44	2.4	1.1	-0.54	i	1.1	i	20%	13	1350	-1.2	-0.2	0.33
- CCOC(=O)C(C)Sc1nnc2n1C(C)(C)Cc1ccccc1-2 (stereo not drawn)
  746	0.36	0.82	995	10	1.9	24	1.9	2.1	-0.27	i	1.1	i	-1%	4.7	1171	0.8	0.066	-0.11
- CCOC(=O)c1ccc(NC(=O)Oc2ccccc2)cc1
  nt	-1.1	-0.43	1125	nt	5.1	42	2.6	1.2	0.51	i	1.1	i	-4%	1.7	922	2.2	-0.2	-1.5
- COc1cc(C(=O)Nc2cccc(C(C)=O)c2)cc(OC)c1OC
  768	-0.22	-0.24	1046	11	2.8	37	1.2	0.3	0.099	i	1.1	i	5%	7.8	1466	0.2	-0.28	-0.76
- O=C(CSc1ccc(-c2ccccc2)nn1)NCc1ccco1
  768	0.05	-0.23	1161	5	3.6	41	2.4	0.8	0.69	i	1.1	i	-16%	3.9	1165	-1.0	-0.18	-0.91
- COc1cccc(NC(=O)CSc2nnc(Cn3cnc([N+](=O)[O-])n3)n2C)c1
  667	-0.45	0.58	1046	2	1.9	5	2.8	0.7	-0.58	i	1	i	10%	12	1444	0.2	-0.19	0.45
- CN1/C(=C/C(=O)c2cccs2)Sc2ccccc21
  nt	-0.26	-0.14	nt	nt	2.5	27	2.5	0.6	1.3	i	1	i	2%	7.5	975	nt	-0.22	-0.26
- O=C(COC(=O)c1c2c(nc3ccccc13)CCCC2)Nc1ccc2c(c1)OCO2
  nt	-1.8	0.11	1140	nt	3.1	7	1.2	0.7	0.33	i	1	i	10%	1.5	1206	0.3	-0.22	-0.11
- CCn1cc(C(=O)O)c(=O)c2cc(F)c(N3CCN(C(=S)NC(=O)c4cccc(C)c4)CC3)cc21
  691	-0.67	0.61	1304	1	nt	23	nt	0.3	-0.35	i	nt	i	nt	nt	1072	-0.1	-0.23	0.17
- CC1CCc2sc(C(=O)NN)cc2C1 (stereo not drawn)
  707	1.1	0.064	1124	-8	2.2	44	1.7	0.0	0.34	i	1.1	i	8%	9.9	929	-1.6	-0.35	0.29

Screening results: PubChem BioAssay, several laboratories
